Screening results: PubChem BioAssay, several laboratories
Rev-erbA mod: modulators of Rev-erb alpha DNA binding, primary screen, biochemical, FITC-DNA, fluorescence polarization, uHTS | Nuclear receptor subfamily 1 group D member 1 (Homo sapiens), P20393 | Rev-erbα–FITC-DNA binding, 90 min | activity, % at 10 µM | 0.79% of 370,000 active | AID 1259318, 2017;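 active = activity above about 14%, limit read from the data; passing the limit was not always enough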;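 note: 0% = DMSO wells with 35 nM protein and 100% = DMSO wells with 750 nM protein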
TDP2 absorb: human TDP2 enzyme inhibitors, primary screen, biochemical, epi absorbance, recombinant enzyme; Tyrosyl-DNA phosphodiesterase 2 (Homo sapiens), O95551; T5PNP hydrolysis, p-nitrophenol absorbance 415 nm; inhibition, % at 12.8 µM; 0.34% of 370,000 active; AID 720702, 2013;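 active = inhibition above the mean of all tested compounds plus 3 SD, set per campaign, cut at about 25% in these data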;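 note: 0% = DMSO with enzyme and 100% = buffer with substrate but no TDP2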
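System – recombinant human TDP2 · Quantity – TDP2 enzyme at 120 nM final · Doses – single concentration, 12.8 µM nominal, with 1% DMSO · Incubation – 2 h at 37 °C · Measured by – epi absorbance of p-nitrophenol freed from T5PNP by hydrolysis · Read-out – % inhibition relative to enzyme-containing and enzyme-free wells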
rCAG RNA binder: binders of r(CAG) RNA repeats, primary screen, biochemical, fluorescence; r(CAG) RNA repeat, TO-PRO-1 dye displacement fluorescence; inhibition, % at 3 µM; 1.3% of 370,000 active; AID 651821, 2012;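 active = inhibition above the plate cutoff, the mean of all test compounds on that plate plus 3 SD, cut at about 35% in these data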;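 note: 0% = DMSO alone and 100% = 100 µM mitoxantrone as full dye displacement; higher means more dye released from RNA so lower well fluorescence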
PG9 Ab binder: binders of HIV-1 gp120 antibody PG9, primary screen, biochemical, TR-FRET | HIV-1 gp120 / PG9 antibody interaction | TR-FRET gp120-PG9 antibody binding | inhibition, % at 6.7 µM | 0.43% of 360,000 active | AID 624416, 2012; in the data active = inhibition above about 8.5%
PRMT1 FP inh: PRMT1 methyltransferase inhibitors, primary screen, biochemical, fluorescence polarization; Protein arginine N-methyltransferase 1 (Homo sapiens), Q99873; recombinant PRMT1, activity-based probe fluorescence polarization; inhibition, % at 2.79 µM; 1.3% of 370,000 active;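 active = inhibition above about 21% made by adding two undisclosed values, limit read from the data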
SIAE inh: human SIAE inhibitors, primary screen, biochemical, fluorescence polarization, FP-Rh probe, 1536-well HTS; Sialate O-acetylesterase (Homo sapiens), Q9HAT2; SIAE FP-Rh probe binding; inhibition, % at 9.66 µM; 0.69% of 370,000 active;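 active = inhibition above a cutoff: mean of compounds within the control limits plus 3 SD of those, cut at about 17% in these data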;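 note: 0% = plate median of compound wells and 100% = probe without SIAE protein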
Target sequence (Q9HAT2 whole entry, looked up): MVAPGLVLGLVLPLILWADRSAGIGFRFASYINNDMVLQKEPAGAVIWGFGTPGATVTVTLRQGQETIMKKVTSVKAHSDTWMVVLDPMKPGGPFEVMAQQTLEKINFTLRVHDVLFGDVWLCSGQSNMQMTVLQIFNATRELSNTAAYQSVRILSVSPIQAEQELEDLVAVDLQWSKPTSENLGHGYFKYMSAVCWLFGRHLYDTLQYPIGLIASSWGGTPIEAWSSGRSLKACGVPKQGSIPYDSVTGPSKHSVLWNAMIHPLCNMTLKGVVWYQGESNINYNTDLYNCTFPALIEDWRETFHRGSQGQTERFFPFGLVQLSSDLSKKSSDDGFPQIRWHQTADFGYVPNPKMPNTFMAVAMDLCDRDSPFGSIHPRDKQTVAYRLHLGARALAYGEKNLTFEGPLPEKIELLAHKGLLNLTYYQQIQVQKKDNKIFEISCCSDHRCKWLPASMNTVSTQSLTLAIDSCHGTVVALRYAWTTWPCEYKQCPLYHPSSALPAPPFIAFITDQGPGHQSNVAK
ABHD4 inh: ABHD4 inhibitors, primary screen, biochemical, fluorescence polarization, mouse | 0.54% of 370,000 active | inhibition, % at 8.92 µM | (Lyso)-N-acylphosphatidylethanolamine lipase (Mus musculus), Q8VD66 | purified mABHD4, FP-Rh probe fluorescence polarization;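 active = inhibition exceeding the mean over every tested compound plus 3 SD, cut at about 30% in these data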;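 note: 0% = plate median of compound wells and 100% = S159A mutant with DMSO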
Target sequence (Q8VD66 whole entry, looked up): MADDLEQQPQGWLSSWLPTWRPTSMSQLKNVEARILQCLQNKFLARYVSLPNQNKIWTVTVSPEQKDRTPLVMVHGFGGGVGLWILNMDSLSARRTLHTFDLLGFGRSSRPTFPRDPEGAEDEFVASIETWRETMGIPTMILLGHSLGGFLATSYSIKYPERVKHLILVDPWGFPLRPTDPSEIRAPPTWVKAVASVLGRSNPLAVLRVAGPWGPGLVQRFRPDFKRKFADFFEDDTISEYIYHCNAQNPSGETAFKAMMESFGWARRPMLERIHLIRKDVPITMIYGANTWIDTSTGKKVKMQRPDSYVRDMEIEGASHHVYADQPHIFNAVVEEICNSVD
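Assay system: Wild-type mouse ABHD4 protein | Medium: HEPES pH 7.0 buffer, 150 mM NaCl, 0.01% Pluronic F-127 | Incubation: Enzyme–compound pre-incubation 45 min, then probe 60 min, both 25 °C | Technique: Fluorescence polarization with parallel and perpendicular emission, 525/598 nm | Evaluation: % inhibition of FP-Rh probe binding versus controls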
TCR CD3 inh: inhibitors of human TCR-CD3 interaction, primary screen, biochemical, fluorescence, TAMRA-labeled TCR probe | AID 651800, 2012 | T-cell receptor (TCR) | 0.37% of 360,000 active | inhibition, % at 9.4 µM; in the data active = inhibition above about 19%;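 note: recombinant mutant TCR 2C K166C tagged with TAMRA read by polarization; 0% = receptor in buffer alone and 100% = receptor with positive control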
HTRA1 inhibitor: HTRA1 serine protease inhibitors, primary screen, biochemical, fluorescence polarization, HTS. Q92743. recombinant HTRA1, FP-rhodamine activity-based probe. inhibition, % at 5.96 µM. 0.5% of 340,000 active; in the data active = inhibition above about 36%;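 note: 0% = enzyme with DMSO and 100% = wells lacking enzyme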
LEDGF integ inh: blockers of LEDGF/p75-dependent integrase strand transfer – biochemical, TR-FRET, high throughput, primary screen; HIV-1 integrase (with human LEDGF/p75); TR-FRET IN-LEDGF/p75 DNA integration, Eu/Cy5; inhibition, % at 3.7 µM; 0.64% of 370,000 active;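 active = inhibition above the screen-wide mean plus 3 SD, cut at about 13% in these data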;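 note: signal is the Cy5 over europium emission ratio at 671 and 618 nm; 0% = plate median of compound wells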
Starred values were filed as active, the others as inactive; / = not tested or not shown. Only part of the results is shown, so the mix of outcomes need not match the whole.

#1 Cc1ccc(O)c(CNc2ccccn2)c1
#2 Oc1ccccc1Nc1nc(NCC2CCCO2)c2ccccc2n1 (stereo unspecified)
#3 COc1ccc(/C=N/N2C(C)CCCC2C)cc1OC (stereo unspecified)
#4 C[C@]12C(=O)N(c3ccccc3)C(=O)N1[C@H]1c3ccccc3OC[C@@H]1[C@H]2c1ccccc1
#5 O=C(Nc1cccc(NC(=O)c2ccco2)c1)c1ccccc1
#6 CC(C)(C)C(=O)N1CCN(c2nc3ccc(Br)cc3s2)CC1
#7 CC(C)N(Cc1cc2ccccc2[nH]c1=O)C(=O)c1cccnc1
#8 CN(C)c1ccc(/C=C2\SC(N3CCCCC3)=NC2=O)cc1

assay / entry,1,2,3,4,5,6,7,8
Rev-erbA mod,-6,3,-3,5,-2,3,-3,11
TDP2 absorb,6,1,4,8,1,5,3,-1
rCAG RNA binder,0,2,-2,0,1,-4,0,-5
PG9 Ab binder,-0.4,-2.0,-0.5,-0.6,0.5,-0.8,0.2,-20
PRMT1 FP inh,-1,3,3,2,-3,0,-1,-10
SIAE inh,0,2,5,-3,-6,8,2,5
ABHD4 inh,1,4,3,-14,2,5,-2,5
TCR CD3 inh,1,-3,-3,8,-3,2,-1,10
HTRA1 inhibitor,2,-11,9,-31,-6,-4,-7,-2
LEDGF integ inh,1,1,2,2,5,-3,-2,3

#9 Cc1c(Cl)cccc1NC(=S)NCCc1ccc(F)cc1
#10 O=C(N/N=C\c1ccc(Cl)cc1)c1sccc1-n1cccc1
#11 COc1cc(/C=N/NC(=O)c2cccc([N+](=O)[O-])c2)ccc1O
#12 COC(=O)C1=C(C)N(Cc2ccc(C)cc2)C(=O)/C1=C\c1cc(OC)c(OC)c(OC)c1
#13 Cc1ccccc1CN1CCC(n2nccc2NC(=O)c2ccc3c(c2)OCO3)CC1
#14 Nc1ccccc1C(=O)NCc1ccccc1
#15 CCN1CCc2c(sc(NC(=O)C3COc4ccccc4O3)c2C(N)=O)C1 (stereo unspecified)
#16 CC(C)CCn1c(NCCc2ccccc2)nc2c1c(=O)n(C)c(=O)n2C

assay / entry,9,10,11,12,13,14,15,16
Rev-erbA mod,8,-1,10,0,1,1,-4,-1
TDP2 absorb,-8,-2,15,-5,-6,6,1,-5
rCAG RNA binder,3,3,2,4,-6,-1,-6,0
PG9 Ab binder,-1.8,-2.5,-0.2,-0.6,-0.6,0.4,-3.1,2.8
PRMT1 FP inh,1,-2,3,-1,3,-1,-4,0
SIAE inh,-1,-1,4,4,0,0,-4,4
ABHD4 inh,-3,-3,1,-3,-2,-14,7,6
TCR CD3 inh,2,0,-7,6,0,3,2,-3
HTRA1 inhibitor,-8,-7,-2,-10,4,0,4,3
LEDGF integ inh,-4,-5,-6,-2,-7,0,0,-4

#17 Cc1cccc(N(C(=O)CCC(=O)Nc2cccnc2)C(C(=O)NC2CCCC2)c2ccncc2)c1 (stereo unspecified)
#18 O=C(O)c1ccc(S(=O)(=O)c2ccc3c(c2)C(=O)N(NC(=O)c2ccc(O)cc2)C3=O)cc1
#19 CC(C)(C)c1cc(C(=O)NCc2cccnc2)ccn1
#20 O=C(CCNC(=O)c1ccco1)NCc1ccccc1
#21 CCCCn1nc2cc(C(=O)N[C@H](C)C3CCCCC3)ccc2c1OCC
#22 CCN1CCN(c2ccc(N3CCN(S(=O)(=O)c4cc([N+](=O)[O-])ccc4C)CC3)nn2)CC1
#23 COC(C[C@H](O)C[C@H](O)COCc1ccccc1)OC
#24 CSc1ccc(CCNC(=O)CN2C(=O)c3cccnc3Oc3ccc(C)cc32)cc1

assay / entry,17,18,19,20,21,22,23,24
Rev-erbA mod,2,-2,1,1,-1,2,1,0
TDP2 absorb,6,-4,1,-1,-12,-11,2,-10
rCAG RNA binder,-6,1,-2,-5,-5,-2,0,-1
PG9 Ab binder,-1.6,-2.6,1.7,3.8,-1.0,-2.1,-1.6,0.6
PRMT1 FP inh,1,0,0,2,0,-2,-2,-3
SIAE inh,-6,3,-1,0,10,6,0,3
ABHD4 inh,-1,2,2,-4,-9,-3,3,-7
TCR CD3 inh,0,3,0,-1,-4,-4,9,1
HTRA1 inhibitor,8,-1,5,-3,-20,9,-1,-3
LEDGF integ inh,-1,5,-1,-5,2,0,0,4

#25 O=C(c1cncc(Br)c1)N1CCN(c2ccc([N+](=O)[O-])cc2)CC1
#26 S=C(NCc1ccccc1)Nc1cccc(Cl)c1
#27 O=C(CSc1nc(=O)n(CCCN2CCOCC2)c2c1CCCC2)Nc1ccc(F)c(F)c1
#28 COc1ccc(/C=C(/NC(=O)c2ccc(OC)c(OC)c2)C(=O)NCCc2c[nH]c3ccccc23)cc1
#29 O=C(CCCl)N1CCN(c2nc(-c3ccccc3)cs2)CC1
#30 CNC(=O)COC(=O)c1cc2c(C)nn(-c3ccc(F)cc3)c2s1
#31 O=C(O)c1ccc(NS(=O)(=O)c2ccc(Cl)c(C(=O)Nc3ccccc3[N+](=O)[O-])c2)cc1
#32 CC(=C/c1ccccc1)/C=N/NC(=O)CSc1nc(C)cc(C)n1

assay / entry,25,26,27,28,29,30,31,32
Rev-erbA mod,7,-2,0,1,1,17*,-3,0
TDP2 absorb,-7,-4,-10,-4,4,5,6,-8
rCAG RNA binder,0,-3,-5,4,2,-1,1,-3
PG9 Ab binder,-2.3,-2.5,-1.6,-2.5,-3.5,0.7,0.9,-1.5
PRMT1 FP inh,7,3,-6,-1,0,-2,4,-2
SIAE inh,2,13,-3,-1,5,1,2,-5
ABHD4 inh,5,-6,-5,0,-8,-7,2,-1
TCR CD3 inh,3,-7,2,0,5,-6,-4,3
HTRA1 inhibitor,0,-25,-1,-10,-1,2,1,-12
LEDGF integ inh,-4,-3,1,0,-2,3,4,1

The closing 2 compounds of the part above lead into the next:
#31 O=C(O)c1ccc(NS(=O)(=O)c2ccc(Cl)c(C(=O)Nc3ccccc3[N+](=O)[O-])c2)cc1
#32 CC(=C/c1ccccc1)/C=N/NC(=O)CSc1nc(C)cc(C)n1
#33 COc1ccccc1NS(=O)(=O)c1cccc(C(=O)N/N=C/c2ccc(N3CCOCC3)cc2)c1
#34 Nc1nc(SCC(=O)Nc2ccc(Cl)cc2)[nH]c(=O)c1-c1ccccc1
#35 CN(c1ccccc1C(=O)Nc1ccc2c(c1)OCO2)S(C)(=O)=O
#36 CC1(C(=O)Nc2ccc3c(c2)OCCO3)CN(S(C)(=O)=O)CC(=O)N1CCc1ccccc1 (stereo unspecified)
#37 CCc1nnc(NS(=O)(=O)c2ccc(NC(=O)c3ccccc3C)cc2)s1
#38 C=CCn1c(CCNC(=O)c2cccs2)nnc1SCC(=O)Nc1cccc(F)c1
#39 COc1ccc(Cl)cc1Nc1nc(NCCO)nc(N2CCCC2)n1
#40 O=C(Nc1cccc2ccccc12)OC1C=CS(=O)(=O)C1 (stereo unspecified)

assay / entry,31,32,33,34,35,36,37,38,39,40
Rev-erbA mod,-3,0,1,-5,-1,6,3,5,6,0
TDP2 absorb,6,-8,-5,4,-2,-13,0,0,4,-6
rCAG RNA binder,1,-3,6,4,7,3,23,1,8,0
PG9 Ab binder,0.9,-1.5,1.6,-1.7,-0.2,0.1,-1.8,3.7,0.8,-1.4
PRMT1 FP inh,4,-2,-7,0,0,-3,0,-1,1,-2
SIAE inh,2,-5,13,-2,6,-3,1,-9,0,-2
ABHD4 inh,2,-1,2,-2,4,0,-8,1,-1,6
TCR CD3 inh,-4,3,3,2,9,-4,6,-6,7,5
HTRA1 inhibitor,1,-12,-3,1,6,/,-8,-7,-10,1
LEDGF integ inh,4,1,0,6,2,5,4,0,24*,3

Among those listed so far, these contain two or more sulfur atoms.
#37 CCc1nnc(NS(=O)(=O)c2ccc(NC(=O)c3ccccc3C)cc2)s1
#38 C=CCn1c(CCNC(=O)c2cccs2)nnc1SCC(=O)Nc1cccc(F)c1

assay / entry,37,38
Rev-erbA mod,3,5
TDP2 absorb,0,0
rCAG RNA binder,23,1
PG9 Ab binder,-1.8,3.7
PRMT1 FP inh,0,-1
SIAE inh,1,-9
ABHD4 inh,-8,1
TCR CD3 inh,6,-6
HTRA1 inhibitor,-8,-7
LEDGF integ inh,4,0

Additional compounds
#41 COc1ccc(Oc2nc3ccccc3nc2C(F)(F)F)cc1
#42 COc1cc(NC(=O)c2ccnn2C)c(OC)cc1Cl
#43 COc1ccc(NC(=O)N(C)C[C@H]2Oc3ccc(NS(=O)(=O)c4ccc(OC)cc4)cc3C(=O)N([C@H](C)CO)C[C@@H]2C)cc1
#44 COc1cc(/C=N/NC(=O)c2cc(-c3c(C)nn(-c4ccccc4)c3C)n[nH]2)ccc1O
#45 CN(C)[C@@H]1CCN(c2cccc3c2S(=O)(=O)N(C2CC2)CCCO3)C1

assay / entry,41,42,43,44,45
Rev-erbA mod,21,-4,2,4,-1
TDP2 absorb,-2,-3,13,-8,-2
rCAG RNA binder,2,1,2,4,5
PG9 Ab binder,-1.1,-1.0,-0.8,-0.6,/
PRMT1 FP inh,-2,1,0,3,0
SIAE inh,0,5,3,-1,-1
ABHD4 inh,-6,-1,14,-2,2
TCR CD3 inh,1,-4,1,2,/
HTRA1 inhibitor,3,-1,-2,-6,/
LEDGF integ inh,4,0,0,-2,-3
